SENP8 block-1 = blocks the human protease SENP8 | AID 2540 | Q96LD8 | purified SENP8, Z-RLRGG-aminoluciferin cleavage, luminescence | inhibition, % at 10 µM | actives 1.2% (n = 330,000); in the data active = inhibition above about 50%
SENP1 FRET inh = blocks the human SENP1 SUMO protease catalytic domain. recombinant SENP1 catalytic domain, CyPet-SUMO1-YPet FRET cleavage. inhibition, % at 10 µM. AID 624204. Q9P0U3. actives 0.21% (n = 360,000);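 active = inhibition at least 30% at 10 µM, raw YFP signal under a set limit, fluorescence ratio 0.5 to 1.5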;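 note: 0% = enzyme with DMSO and 100% = no enzyme wells; some results filed as inactive read as strong as hits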
Target sequence (Q9P0U3 419-644 limits assumed): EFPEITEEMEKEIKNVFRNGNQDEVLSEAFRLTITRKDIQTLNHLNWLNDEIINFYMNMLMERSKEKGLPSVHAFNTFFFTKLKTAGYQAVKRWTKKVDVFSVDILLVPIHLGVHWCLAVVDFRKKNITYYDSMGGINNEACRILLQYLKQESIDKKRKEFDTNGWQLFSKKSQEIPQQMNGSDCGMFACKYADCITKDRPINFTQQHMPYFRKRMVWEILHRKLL
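Test system: human SENP1 catalytic domain; medium: Tris pH 8 buffer plus EDTA, NaCl, BME, BSA, NP40, catalase; incubation: 50 min reaction at room temperature; technique: FRET, CFP and YFP emission; controls: no-enzyme low control and enzyme-plus-DMSO high control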
SENP6 inh = inhibitors of human SENP6 protease | inhibition, % at 10 µM | Q9GZR1 | AID 2599 | Recombinant SENP6 catalytic domain, aminoluciferin luminescence | actives 1.8% (n = 330,000);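 active = inhibition above about 50% at the single tested dose, limit read from the data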;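 note: plate controls were DMSO wells with enzyme for no effect and DMSO wells lacking enzyme for full effect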
Apaf1 inhib = human Apaf-1 inhibition. O14727. reconstituted apoptosome caspase-3 activity, DEVD-Rh110 fluorescence. inhibition, % at 20 µM. actives 0.71% (n = 330,000). AID 489030; active = inhibition of at least 40% at 20 µM;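 note: plate controls were DMSO wells for no effect and DEVD-CHO caspase inhibitor wells for full effect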
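Assay system – apoptosome proteins · Medium – Hepes buffer, pH 7.5 · Also added – cytochrome c with DEVD-Rh110 · Timing – 30 min compound preincubation, 50 min activation, room temperature · Detection – Rh110 fluorescence, excitation 480 nm, emission 540 nm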
HKDC1 inhibitor = inhibitors of human hexokinase HKDC1. Q2TB90. recombinant HKDC1, G6PDH/diaphorase resazurin coupled fluorescence. inhibition, % at 20 µM. actives 0.16% (n = 340,000);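 active = inhibition above about 35% when tested at 20 µM, limit read from the data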;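 note: plate controls were DMSO wells with enzyme for no effect and DMSO wells lacking enzyme for full effect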
Target sequence (Q2TB90 whole entry, looked up): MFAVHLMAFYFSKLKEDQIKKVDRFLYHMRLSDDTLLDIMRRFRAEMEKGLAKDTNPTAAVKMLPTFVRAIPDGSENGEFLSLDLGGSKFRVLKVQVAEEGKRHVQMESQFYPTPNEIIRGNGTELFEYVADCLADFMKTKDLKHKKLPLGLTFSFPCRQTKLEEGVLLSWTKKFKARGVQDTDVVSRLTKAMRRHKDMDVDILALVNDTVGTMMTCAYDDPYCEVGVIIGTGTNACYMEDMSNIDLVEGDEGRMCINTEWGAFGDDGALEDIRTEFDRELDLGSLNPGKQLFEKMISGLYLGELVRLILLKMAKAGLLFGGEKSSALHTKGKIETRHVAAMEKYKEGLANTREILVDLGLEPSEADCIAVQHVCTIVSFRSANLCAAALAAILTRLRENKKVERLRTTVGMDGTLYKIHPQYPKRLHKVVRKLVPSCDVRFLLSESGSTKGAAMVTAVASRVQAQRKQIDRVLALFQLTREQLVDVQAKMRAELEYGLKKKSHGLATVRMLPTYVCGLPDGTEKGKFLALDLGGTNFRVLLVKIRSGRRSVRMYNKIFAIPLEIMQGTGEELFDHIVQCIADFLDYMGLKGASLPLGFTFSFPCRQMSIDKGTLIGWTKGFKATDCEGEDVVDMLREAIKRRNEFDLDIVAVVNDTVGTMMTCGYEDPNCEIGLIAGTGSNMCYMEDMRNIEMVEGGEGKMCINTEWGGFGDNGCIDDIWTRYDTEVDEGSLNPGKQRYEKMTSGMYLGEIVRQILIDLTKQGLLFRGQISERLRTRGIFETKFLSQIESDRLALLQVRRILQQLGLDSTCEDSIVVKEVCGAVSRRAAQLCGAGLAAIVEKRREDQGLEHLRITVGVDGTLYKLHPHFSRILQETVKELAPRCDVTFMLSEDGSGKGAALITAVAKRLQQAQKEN
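test system = in-house recombinant HK5 (HKDC1) enzyme | amount = HKDC1 at 5 µg/mL | control set = DMSO-enzyme wells negative, buffer-substituted wells positive | compound = one dose of 20 µM, 1% DMSO | schedule = reaction time 90 min, room temperature, protected from light | technique = resorufin fluorescence at 613 nm | reagent = glucose with 1 mM ATP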
SENP8 block-2 = inhibitors of human SENP8 protease; AID 602440; actives 0.64% (n = 360,000); Q96LD8; inhibition, % at 20 µM; recombinant SENP8, Nedd8 substrate fluorescence; in the data active = inhibition mostly above about 40%, no sharp cut-off; inactive = mostly below about 27%
SENP7 inh = inhibitors of human SENP7 protease. actives 1.5% (n = 330,000). Q9BQF6. inhibition, % at 5 µM. recombinant SENP7, Z-RLRGG-aminoluciferin luminescence, 40 min;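 active = inhibition above about 50% at the single test dose, limit read from the data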;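 note: plate controls were DMSO with enzyme for no effect and no enzyme buffer wells for full effect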
PfGluPho inh = PfG6PD (Plasmodium falciparum) enzyme inhibition; PfGluPho enzyme, NADPH resazurin-diaphorase fluorescence; inhibition, % at 20 µM; actives 0.78% (n = 350,000); AID 504690;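 active = inhibition reaching at least a set limit at 20 µM in the primary screen, cut at about 59% in these data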;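 note: 0% = DMSO wells with substrate and 100% = DMSO wells lacking glucose-6-phosphate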
Starred values were filed as active, the others as inactive; / = not tested or not shown. This is a random part of the collection. About 3.6% of those tested had a hit in this group.

SMILES	SENP8 block-1	SENP1 FRET inh	SENP6 inh	Apaf1 inhib	HKDC1 inhibitor	SENP8 block-2	SENP7 inh	PfGluPho inh
Cc1csc(NC(=O)C2CCN(C(=O)CSc3nnc(C)n3Cc3ccccc3)CC2)n1	5	1	18	-3	-12	5	2	2
O=C1NC(=S)S/C1=C/c1ccc(N2CCOCC2)o1	5	94	4	17	-3	18	9	12
COc1ccc(S(=O)(=O)NCC(c2ccc3c(c2)OCO3)N2CCN(c3ccccc3)CC2)cc1 (configuration not stated)	2	2	-9	18	-2	14	-6	18
COc1ccc(C(=O)CSc2nc(C(C)(C)C)nc3ccccc23)cc1	-7	-30	-5	20	-3	-2	-4	7
Cc1c(-c2nc3ccccc3[nH]2)cnn1C	-2	3	-5	-5	-3	0	1	1
O=C(CCn1nc(-c2ccccc2)ccc1=O)N1CCN(c2ccccn2)CC1	-15	-1	-29	-3	-14	15	-11	-8
COc1cccc(C2/C(=C(/O)c3cnn(-c4ccccc4)c3C)C(=O)C(=O)N2CCN(C)C)c1OC (configuration not stated)	-1	0	0	-15	-4	-3	2	-6
CC(=O)NC(Cc1ccccc1)c1ccc2c(c1)OCCCO2 (configuration not stated)	5	1	18	11	-10	9	2	1
CC(C)CNC(=O)N[C@@H](CC(C)C)C(=O)O	-4	2	-10	-21	-4	11	-9	-8
Cc1ccc(OCC(=O)c2ccc(Cl)s2)c([N+](=O)[O-])n1	-13	-17	3	26	19	-20	3	32
COc1ccc(N2CCN(C(=O)c3ccncc3)CC2)cc1	1	0	11	4	-6	8	34	-7
Cc1ccc(NC(=O)c2ccc(OC(=O)CCN3C(=O)c4ccccc4C3=O)cc2)cc1	6	-1	4	-6	7	29	14	-15
O=C(COc1ccccc1)NC(Cc1c[nH]c2ccccc12)C(=O)O (configuration not stated)	-11	1	3	-12	-5	12	3	-3
COc1ccccc1C(=O)NC(CCSC)C(=O)OCC(=O)NC(=O)NCc1ccco1 (configuration not stated)	5	2	-1	9	-2	26	6	-6
Cc1cc2cc(CN(Cc3ccc4c(c3)OCO4)C(=O)c3cnccn3)c3nnnn3c2cc1C	-1	-12	4	23	7	-17	1	-8
O=c1c2c(nc3nc(NCc4cccc(Cl)c4)[nH]n13)CCC2	-11	0	-14	12	1	7	7	14
COc1cccc(CC2(CO)CCN(Cc3cccn3-c3cccnc3)CC2)c1	1	-4	0	-4	-6	-1	-5	10
COc1ccc2nc(NC(=O)c3ccc(NS(=O)(=O)c4cccs4)cc3)sc2c1	4	-1	20	11	0	-430	4	-12
Cc1ccc(NC(=O)CCC(=O)N2CCN(S(=O)(=O)c3ccc(C)cc3)CC2)cc1	-14	2	8	5	0	12	1	0
Cc1cc(=O)cc(C)n1-c1ccccc1N	-2	2	3	-5	5	9	0	-7
COc1cc(/C=C\C(=O)NCc2ccc3[nH]c(C)cc3c2)cc(OC)c1OC	8	-3	4	0	5	-48	-7	22
CCc1cccc(NC(=O)CCCCCC2NC(=O)NC2C)c1 (configuration not stated)	-2	3	-6	-18	2	18	-11	8
NC(=O)C1CCN(C2CC(=O)N(Cc3ccc(N4CCCC4=O)cc3)C2=O)CC1 (configuration not stated)	-3	1	-16	2	-5	7	7	-5
CCOC(=O)[C@H]1[C@H]2COc3ccc(OC)cc3[C@@H]2N2C(=O)CN(Cc3ccc(OC)cc3)C(=O)[C@@]12C	4	-2	-2	5	3	-34	3	-7
COc1ccc(CC(=O)Nc2ccc(-c3nnc(-c4ccccc4)o3)cc2)cc1OC	-1	0	-2	21	-8	-215	-1	-9
Cc1cc(C)cc(NC(=O)Oc2ccccc2N2CCCCC2)c1	-2	-1	-18	-13	6	17	3	2
COc1cccc(NC(=O)CN2CCN(CC(=O)Nc3ccccc3Cl)CC2)c1	1	1	-17	7	0	13	-2	-3
CCOc1ccc(-n2c(=O)c3sccc3n(CC(=O)Nc3cccc(OC)c3)c2=O)cc1	1	3	-15	-7	-4	9	-2	-7
NC(=O)COC(=O)c1ccc(-c2ccccc2)cc1	7	2	18	-9	-11	-6	12	-1
CCn1c(C)cc(/C=C2/NC(=O)N(CC(=O)Nc3cccc(C)c3)C2=O)c1C	/	-30	/	/	-6	-95	/	-16
CC1(C)CC(=O)N(c2ccc(Cl)cc2Cl)C(=O)C1	2	0	20	-6	-7	4	6	-1
COc1ccccc1OCCNc1nc2c(c(=O)n(C)c(=O)n2C)n1C	-3	-1	-6	1	-5	14	-4	4
O=C(Cc1nn[nH]n1)Nc1ccc(F)cc1F	0	-1	-24	-24	-5	5	-4	1
CC(Sc1nnc(C2CCCCC2)n1N)C(=O)NCc1ccc2c(c1)OCO2 (configuration not stated)	-6	2	-5	4	-1	16	-6	1
CN(C)S(=O)(=O)c1ccc2c(c1)nc(CCC(=O)NCC1CCCCC1)n2C	-10	2	-18	5	-2	11	-5	14
Cc1c(C(=O)OCC(=O)N2CC(=O)Nc3ccccc32)oc2ccc(Br)cc12	4	2	6	11	-7	22	14	15
C/C(=N\NC(=O)c1nnn(-c2nonc2N)c1CSc1ccc(Cl)cc1)c1cccnc1	-13	5	-9	6	5	16	-8	21
COC(=O)c1ccc(NC(=O)CNc2ccccc2)cc1	7	-1	-11	-6	5	18	-2	5
Cc1cc(C)c2nc(-c3cccnc3)cc(C(=O)Nc3ccc(S(=O)(=O)Nc4onc(C)c4C)cc3)c2c1	4	2	-10	23	12	3	0	7
O=C(Cc1n[nH]c(=O)c2ccccc12)Nc1cc(C(F)(F)F)ccc1-n1cncn1	4	-1	-20	0	-3	1	-6	12
CCCCCCCCn1c(N2CCN(c3cccc(Cl)c3)CC2)nc2c1c(=O)[nH]c(=O)n2C	-5	-1	-8	13	-5	10	10	6
O=C(COC(=O)Cc1cccc(C(F)(F)F)c1)Nc1ccc2c(c1)OCCO2	3	4	-5	5	-12	10	2	15
CCOc1ccc(NC(=O)c2ccc(CNc3c(NC4CCCCC4)c(=O)c3=O)cc2)cc1	8	0	-7	-2	-6	5	-4	-26
Cc1cnc(C(=O)Nc2ccc3c(c2)CCC3)cn1	12	-2	39	-1	-5	9	36	-6
O=C(CCl)N=c1sccn1Cc1cccc2ccccc12	/	-1	/	/	9	6	/	11
COc1ccc(/C=C2\SC(=S)N(CCCCCC(=O)Nc3cc(C)on3)C2=O)cc1OC	2	-32	3	10	-2	0	2	-7
O=C(NCc1cccnc1)[C@@H]1CC=C[C@@H]2CCN(Cc3ccc(Cl)c(Cl)c3)C(=O)[C@@H]21	-15	4	-9	5	-5	30	0	10
O=C(CCSc1ccc(Cl)cc1)NC1CCCCC1	1	0	2	7	-3	18	8	-9
COCCCNC(=O)CN(CCc1ccccc1)S(=O)(=O)c1ccc(OC)cc1	-2	2	-7	-4	-12	4	-6	4
COc1ccc(S(=O)(=O)Nc2ccc3c(c2)C(=O)N([C@@H](C)CO)C[C@H](C)[C@H](CN(C)S(=O)(=O)c2ccc(F)cc2)O3)cc1	2	-1	-2	10	-3	8	-4	23
Cc1cc(Cl)ccc1OCc1nnc(-c2ccccc2C)o1	-24	1	-10	1	-2	1	2	11
COc1ccc(C2/C(=C(/O)c3ccc(C)cc3)C(=O)C(=O)N2C)c(OC)c1 (configuration not stated)	-8	0	2	11	-6	16	11	-2
CC(C)N(Cc1ccccc1)C(=S)NC1CCCCC1	-4	4	3	-7	0	13	0	-10
Cc1onc(-c2ccccc2Cl)c1C(=O)Nc1ccc(S(=O)(=O)N2CCCC2)cc1	8	-3	-4	-4	-3	0	-5	7
O=C(CSc1nc2ccccc2n1CCc1ccccc1)NC1CC1	-2	0	1	-7	-6	1	-5	12
COc1ccc(Br)cc1CN(C)C(=O)Cc1ccc(OC)c(S(=O)(=O)N2CCOCC2)c1	-5	0	-6	-3	2	1	-3	-10
Cc1cc(C(=O)N2CCN(c3ncccn3)CC2)cs1	7	4	-5	-13	-14	-10	-5	-2
Cc1ccc(N2C(=O)NC(NS(=O)(=O)c3ccccc3)(C(F)(F)F)C2=O)cc1C (configuration not stated)	2	3	6	-8	-1	0	-9	4
COc1ccc(-c2c(-c3cc(OC)cc(OC)c3)n(C)c3ccc(-c4ccc(OC)c(F)c4)cc23)cc1	-12	0	-20	15	4	-493	-8	-3
COc1cc(F)c(C2=CC(=O)CC(C)(C)C2)cc1F	-2	2	2	-3	-5	16	7	4
Next compounds follow:
SMILES	SENP8 block-1	SENP1 FRET inh	SENP6 inh	Apaf1 inhib	HKDC1 inhibitor	SENP8 block-2	SENP7 inh	PfGluPho inh
CCOC(=O)C1(CCc2ccccc2)CCN(Cc2cc(OC)c(OC)cc2OC)CC1	-6	-1	7	-14	-2	17	-3	5
CCC(=O)N1C(C(=O)N2CCCC2)CSC1c1ccc(OC)cc1 (configuration not stated)	7	0	3	-11	-6	9	-6	7
Cc1nc(NC(=O)c2ccc(Br)s2)sc1C(=O)N(C)C	-10	-1	1	-15	-2	-16	0	-9
CC(C)=CCc1c(O)c(CC=C(C)C)c2occ(-c3ccc(O)cc3)c(=O)c2c1O	2	2	-4	-1	-2	6	-2	-24
O=C(NCCCN1CCCC1=O)c1ccc(OC(F)(F)F)cc1	-4	2	-16	2	-5	10	8	-11
Cc1cccc2sc(NC(=O)CN3C(=O)C4CC=CCC4C3=O)nc12 (configuration not stated)	0	0	7	1	-8	-18	0	-7
CCOC(=O)c1c(-c2ccc(C)o2)csc1NC(=O)CN1CCN(CC)CC1	8	-1	-7	1	-4	0	3	33
Cc1cccc(-c2nnc(SC(C)C(=O)N3CCOCC3)o2)c1 (configuration not stated)	2	-1	-5	-1	2	-6	-5	0
Cn1nc(C(=O)Nc2cccc(S(N)(=O)=O)c2)c2ccccc2c1=O	2	1	-5	-15	-5	1	8	-4
COc1cc(N)c(Cl)cc1C(=O)OCC(=O)N(C)C1CCCCC1	-8	1	-15	0	-1	11	-4	0
CCOC(=O)c1ccc(NNC(=O)CC)c([N+](=O)[O-])c1	-2	1	3	-1	-12	23	-2	6
CCOc1ccccc1-c1nc(-c2cc3ccccc3nc2OC)no1	5	-57	-14	4	2	-207	-3	15
N#CCCN1C(=O)C2(OCCO2)c2ccccc21	-1	-1	-4	1	-7	10	4	9
Cc1cccc(NC(=O)/C(C#N)=C\c2cn(CC(=O)O)c3ccccc23)c1	2	-5	8	10	-7	19	2	-1
O=C(NC1CCCCC1)c1cccc(N2C(=O)CCC2=O)c1	-13	1	-8	-3	0	4	12	-8
Cc1cc(C)n(CCCC(=O)O)n1	9	0	16	14	-6	4	9	-7
CCCNC(=O)c1oc2ccc3c(c2c1C)C(=O)CC(C)(C)O3	-11	2	-10	7	-2	-107	-3	-3

Quoted from the listing.
`Cn1nc(C(=O)Nc2cccc(S(N)(=O)=O)c2)c2ccccc2c1=O` in SENP8 block-1 is listed with 2
`Cc1nc(NC(=O)c2ccc(Br)s2)sc1C(=O)N(C)C` in HKDC1 inhibitor is listed with -2
`Cc1cc(C)n(CCCC(=O)O)n1` in SENP1 FRET inh is listed with 0
`COc1cc(N)c(Cl)cc1C(=O)OCC(=O)N(C)C1CCCCC1` in HKDC1 inhibitor is listed with -1

Reprinted from the listing, three compounds:
SMILES	SENP8 block-1	SENP1 FRET inh	SENP6 inh	Apaf1 inhib	HKDC1 inhibitor	SENP8 block-2	SENP7 inh	PfGluPho inh
CCOc1ccc(NC(=O)c2ccc(CNc3c(NC4CCCCC4)c(=O)c3=O)cc2)cc1	8	0	-7	-2	-6	5	-4	-26
Cc1cnc(C(=O)Nc2ccc3c(c2)CCC3)cn1	12	-2	39	-1	-5	9	36	-6
O=C(CCl)N=c1sccn1Cc1cccc2ccccc12	/	-1	/	/	9	6	/	11

High-throughput results: PubChem, Sanford-Burnham Center for Chemical Genomics
